Source: PubChem BioAssay (several laboratories)
Dynein cargo inh: blocks dynein driven cargo transport along microtubules; 3617.4 mouse cells, GR-EGFP nuclear translocation imaging; test concentration mostly 20 µM; stimulated with dexamethasone, 1 µM; hits give low values; z-score, hits read low; 220,000 compounds, 0.47% hits;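 active means plate z-score of nuclear minus cytoplasmic receptor signal below a set negative limit, without overly bright fluorescence or cell loss, cut at about -3.5 in these data, passing the limit was not always enough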;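 further: z-score of nuclear minus cytoplasmic ring GR-EGFP intensity difference per well; some compounds called inactive have numbers as strong as hits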
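Also added – dexamethasone, 1.0 µM final · Buffer or medium – tet-free, stripped-serum medium · Schedule – induction 48 h, compound 1 h, agonist 30 min · Detection – formaldehyde fixation, Hoechst nuclear stain, 10x automated fluorescence imaging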
T cell modulator: T cell immune modulation candidate. 2C CD8+ T cell-vesicle binding, flow cytometry; hits give low values. calls only at 7 µM. 330,000 compounds, 0.068% hits. AID 2052;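 active means response, share of CD8 T cells binding vesicles, and their 90th percentile fluorescence all below set limits, cut at about 80% in these data, passing the limit was not always enough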
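Read-out – percent CD8+ FL2 mean versus row control · System – murine 2C transgenic CD8+ T lymphocytes · Times – 1.5 h cell–vesicle binding at 37 °C, then 20 min icy labelling · Control set – naked vesicles low, QL9 vesicles with vehicle high · Detection – cytometric PE anti-B7-1 and Alexa647 anti-CD8 signals after 1% paraformaldehyde fixation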
M1AAP inhibition: malaria alanyl aminopeptidase activity blockers – biochemical, fluorogenic H-Leu-NHMec substrate, 1536-well (AID 1445); recombinant M1AAP, H-Leu-NHMec fluorogenic kinetic assay; higher % means a stronger effect; inhibition, % at 30 µM, or IC50 in µM where a hit was titrated; 220,000 compounds, 0.42% hits;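 active means primary inhibition above the hit cutoff, then over 50% inhibition at one or more dose response concentrations, cut at about 23% in these data, passing the limit was not always enough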;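 further: plate controls were DMSO full reaction for no effect and no enzyme background for full effect; strong numbers were not always called active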
P. falciparum M17LAP: P. falciparum M17LAP inhibitors, primary screen, biochemical, fluorogenic H-Leu-NHMec substrate, 1536-well (AID 1619); recombinant M17LAP, H-Leu-NHMec fluorogenic kinetic assay; higher % means a stronger effect; inhibition, % at 30 µM, or IC50 in µM where a hit was titrated; 220,000 compounds, 0.38% hits;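 active means compound inhibiting the enzyme by more than half at any dose during confirmatory dose-response retesting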;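 further: plate controls were full reaction with DMSO carrier for no effect and no enzyme background for full effect; strong numbers were not always called active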
bCat nuc transl: beta-catenin nuclear translocation modulation | 190,000 compounds, 0.3% hits | HeLa beta-catenin nuclear translocation, immunofluorescence imaging | nuclear translocation activity, % at 5 µM;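 active means nuclear translocation activity above 50% at 5 µM, with a well cell count of 50 or more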;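 further: per-cell ratio of nuclear to cytoplasmic median beta-catenin stain intensity; plate controls were DMSO negative control for no effect and GSK-3 inhibitor IX positive control for full effect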
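Signal – beta-catenin immunofluorescence imaging with DAPI · Test system – human HeLa cell line · Dosing – 5 µM primary single dose, 0.1% DMSO, 0.02–20 µM confirmation series · Measure – % activation, nuclear-to-cytoplasmic median beta-catenin signal ratio per cell · Incubation – 24 h compound exposure at 37°C, 5% CO2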
MT stabilizer: stabilizes microtubules in HeLa cells | HeLa tubulin immunostaining HCS, 24 h; share of cells brighter than vehicle mean+2SD | AID 2205 | 200,000 compounds, 0.83% hits | % tubulin-high responders, % at 10 µM;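 active means plate Z-score above 3 for both tubulin-high and condensed-nucleus cell shares, with cell loss under 80%, at 10 µM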;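 further: anti alpha tubulin signal scored within the nucleus-defined area of each cell; some results filed as inactive read as strong as hits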
WT yeast gro inh: growth inhibition of WT yeast, mitochondrial fusion screen; AID 1362; 190,000 compounds, 2.1% hits; mitochondrial fusion phenotypic screen, WT strain; inhibition, % at 10 µM; in the data active means inhibition above about 58%; tested in S. cerevisiae
Yfh1-off respiration: mitochondrial function rescue without frataxin homolog – Friedreich's ataxia, plus single-dose screen, dose response (AID 1465) | S. cerevisiae Yfh1-off respiration, WST-1 reduction, 72 h; higher fold induction means a stronger effect | fold induction at 50 µM, or EC50 in µM where a hit was titrated | 220,000 compounds, 0.074% hits;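 active means fold induction of absorbance versus untreated yeast above a set limit, then at least 30% activation at any dose in follow-up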;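 further: activators that raise dye reduction in frataxin-depleted yeast; strong numbers were not always called active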
Autophagy mod: alters autophagy in cells; MEF GFP-LC3 puncta imaging; test concentration mostly 10 µM; calls only at 10 µM (by protocol); 190,000 compounds, 0.98% hits; AID 463193;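 active means percentage of spot-positive cells more than 3 SD above its plate mean, without a fluorescence outlier flag or 80% toxicity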;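 further: spot-positive cell cutoff set from DMSO-treated cells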
WT yeast gro inh mutant strain: second read-out of WT yeast gro inh, no call of its own (marks repeat the call); inhibition, %; mitochondrial fusion phenotypic screen, mutant strain inhibition
Dynein cargo inh cytoplasmic EGFP: further read-out of Dynein cargo inh, marked with its call; z-score; measured here: cytoplasmic GR-EGFP intensity; hits give high values
Dynein cargo inh nuclear GR-EGFP: recorded beside Dynein cargo inh, whose call it bears; z-score; measured here: nuclear GR-EGFP intensity;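 lower value marks the stronger effect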
Dynein cargo inh cell count: recorded beside Dynein cargo inh, whose call it bears; z-score; measured here: cell count per field
bCat nuc transl cell count 5 µM: further read-out of bCat nuc transl, marked with its call; cell count; measured here: cell count, cytotoxicity flag
T cell modulator vesicle-bound %: also measured in T cell modulator; calls as there; double positive events, %; measured here: CD8+ vesicle-bound cell fraction;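 binding gate set so that unloaded-vesicle control wells show 10% double positive cells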
MT stabilizer Hoechst-high %: recorded beside MT stabilizer, whose call it bears; % Hoechst-high responders; measured here: nuclear condensation Hoechst responders;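 share of cells brighter than vehicle mean plus two SD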
MT stabilizer cytotoxicity %: recorded beside MT stabilizer, whose call it bears; toxicity, %; measured here: cytotoxicity by cell density;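 0% = mean cell density of plate MIN control wells and 100% = no cells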
Autophagy mod cell loss 18 h: second read-out of Autophagy mod, no call of its own (marks repeat the call); toxicity, %; measured here: cell loss, nuclei count;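 cell loss after 18 h compound exposure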
Starred values were filed as active, the others as inactive; i = inactive; . = no result given. Outcome played no part in choosing rows (roughly 4.4% active in at least one column).

SMILES	Dynein cargo inh	Dynein cargo inh cytoplasmic EGFP	Dynein cargo inh nuclear GR-EGFP	Dynein cargo inh cell count	T cell modulator	T cell modulator vesicle-bound %	M1AAP inhibition	P. falciparum M17LAP	bCat nuc transl	bCat nuc transl cell count 5 µM	MT stabilizer	MT stabilizer Hoechst-high %	MT stabilizer cytotoxicity %	WT yeast gro inh	WT yeast gro inh mutant strain	Yfh1-off respiration	Autophagy mod	Autophagy mod cell loss 18 h
O=C(OCc1ccc(Cl)cc1)c1cnccn1	-1.3	-0.13	-0.5	1.3	i	59	-9%	-1%	-0.5	1137	1.5	1.7	10	.	.	i	i	-6
CCCCN(C(=O)c1ccc(Cl)c(S(=O)(=O)N2CCOCC2)c1)c1c(N)n(CCC)c(=O)[nH]c1=O	1.3	-0.67	0.53	-1.2	i	18	.	.	-0.9	1458	.	.	.	.	.	i	.	.
COc1ccc(C(CNC(=O)c2cccnc2SC)N2CCOCC2)cc1 (stereo unspecified)	-0.5	-0.21	-0.013	0.84	i	50	0%	2%	-4.8	965	2.6	2.0	1.1	4	-21	i	i	-12
CCn1cc(C(=O)N2CC(C)CC(C)C2)c(=O)c2cc(S(=O)(=O)N3CCOCC3)ccc21 (stereo unspecified)	-0.19	-0.21	0.034	0.32	i	16	12%	16%	-2.8	791	2.2	2.1	13	5	-5	i	i	-13
CC(=O)c1c(C)oc2ccc(N(C(C)=O)S(=O)(=O)c3cccc([N+](=O)[O-])c3)cc12	1.6	-0.2	1.1	-1.3	i	52	0%	-11%	1.3	1095	1.4	1.6	9.8	14	7	i	i	15
CN(Cc1ccc(-n2cccn2)cc1)C(=O)c1cnn2c1NC(c1ccco1)CC2C(F)(F)F (stereo unspecified)	0.57	-0.031	0.6	-0.83	.	.	17%	19%	0.6	1045	2.5	1.6	24	-8	-6	i	i	-8
CC(=O)c1ccc(Nc2cc(C)nc3c(C)cccc23)cc1	1.1	0.074	1.3	0.28	i	57	.	.	67*	434*	18*	13*	57*	1	3	i	i	25
Cc1cc(NC(=O)CSc2nnc(-c3ccco3)n2CC2CCCO2)no1 (stereo unspecified)	-1.4	-0.19	-0.31	0.46	i	28	4%	5%	-3.6	940	3.0	2.2	7.4	13	32	i	i	-3
Cc1ccc(-n2cccn2)c([C@@H]2C[C@H]3CN(C)C(=O)[C@]34CCCN24)c1	0.56	-0.28	0.39	-0.55	i	27	0%	-2%	3.9	967	3.0	1.7	2.4	6	8	i	i	-32
COc1cc(S(=O)(=O)N(Cc2ccccn2)Cc2ccco2)ccc1-n1cnnn1	0.088	-0.27	-0.094	0.23	i	44	1%	0%	-2.2	1157	2.3	3.0	9.4	12	2	i	i	-8
O=[N+]([O-])c1ccc(N2CCN(C(=S)Nc3cccc(F)c3)CC2)cc1	-0.94	0.3	-0.39	0.52	i	48	2%	-6%	-4.1	1107	3.4	1.7	11	14	24	i	i	24
CC1(C)C2CC=C(/C=N/NC(=O)C3CC3)C1C2 (stereo unspecified)	0.23	-0.3	0.39	0.00056	i	55	6%	0%	1.2	992	3.1	2.1	7.7	-13	2	i	i	-5
Cc1cccc(CN2CCC(CNC(=O)CCNC(=O)Cn3ccc4ccccc4c3=O)CC2)c1	1.5	-0.24	1	0.33	i	13	2%	-11%	3.4	1170	2.2	1.1	3.5	-2	7	i	i	-23
C=CCc1c(C)nc2c(OC)cccc2c1Cl	0.097	-0.15	0.037	0.1	i	36	-1%	-7%	-1.3	1025	2.2	1.9	0.8	25	13	i	i	18
CCOC(=O)c1c(C)nn(-c2ncccc2NC(=O)CCC(=O)O)c1C	1.3	-0.26	0.6	-0.72	i	22	6%	-1%	-2.5	1063	.	.	.	.	.	i	.	.
Cc1nn(Cc2ccc(Cl)cc2)c(C)c1N	0.049	-0.15	0.39	0.26	i	5	9%	15%	1.8	539	1.6	1.6	14	-3	-3	i	i	-6
CCNC(=O)/C(=C\c1ccc2c(c1)OCO2)NC(=O)c1ccc(Br)cc1	-0.14	-0.22	0.36	0.039	i	38	2%	11%	-0.9	1390	1.8	1.2	6.0	14	12	i	i	-28
COCc1c(C(=O)OCc2nc(N)nc(Nc3ccccc3C)n2)oc2ccccc12	-0.39	-0.15	0.32	-0.35	i	23	0%	-4%	-3.9	544	3.4	2.7	3.6	23	14	i	i	-3
COc1cccc(/C=N/Nc2ncnc(N)c2[N+](=O)[O-])c1OC	-0.62	3	0.81	0.4	i	41	11%	-7%	1.1	1134	2.0	1.5	3.3	-11	-13	i	i	-14
O=C(NCc1ccco1)c1cc(-c2cccc(Cl)c2)on1	-0.64	-0.29	-0.19	0.39	i	14	0%	-15%	0.3	789	3.1	0.9	7.7	8	12	i	i	6

3 compounds from above, ordered by their value in Dynein cargo inh nuclear GR-EGFP, smallest number first.
SMILES | Dynein cargo inh | Dynein cargo inh cytoplasmic EGFP | Dynein cargo inh nuclear GR-EGFP | Dynein cargo inh cell count | T cell modulator | T cell modulator vesicle-bound % | M1AAP inhibition | P. falciparum M17LAP | MT stabilizer Hoechst-high % | WT yeast gro inh mutant strain
O=C(NCc1ccco1)c1cc(-c2cccc(Cl)c2)on1 | -0.64 | -0.29 | -0.19 | 0.39 | i | 14 | 0% | -15% | 0.9 | 12
COCc1c(C(=O)OCc2nc(N)nc(Nc3ccccc3C)n2)oc2ccccc12 | -0.39 | -0.15 | 0.32 | -0.35 | i | 23 | 0% | -4% | 2.7 | 14
CC(=O)c1ccc(Nc2cc(C)nc3c(C)cccc23)cc1 | 1.1 | 0.074 | 1.3 | 0.28 | i | 57 | . | . | 13* | 3

Additional results:
SMILES	Dynein cargo inh	Dynein cargo inh cytoplasmic EGFP	Dynein cargo inh nuclear GR-EGFP	Dynein cargo inh cell count	T cell modulator	T cell modulator vesicle-bound %	M1AAP inhibition	P. falciparum M17LAP	bCat nuc transl	bCat nuc transl cell count 5 µM	MT stabilizer	MT stabilizer Hoechst-high %	MT stabilizer cytotoxicity %	WT yeast gro inh	WT yeast gro inh mutant strain	Yfh1-off respiration	Autophagy mod	Autophagy mod cell loss 18 h
Cc1ccc2nc(C)c3c(c2c1)N(c1ccccc1)CC3	-0.84	-0.21	-0.48	0.075	i	22	9%	6%	-1.3	1389	.	.	.	.	.	i	.	.
CC1CCC(C(C)C)C(OC(=O)C[n+]2cc(-c3ccc(Cl)cc3)n3c2CCC3)C1 (stereo unspecified)	0.34	-0.14	0.74	-1.2	i	36	1%	-1%	-1.5	1261	.	.	.	.	.	i	.	.
CC1=C(C(N)=O)C(c2ccc3c(c2)OCO3)n2nc(-c3cccc(C)c3)nc2N1 (stereo unspecified)	-0.11	-0.2	0.039	0.11	i	62	1%	0%	.	.	4.8	2.4	7.1	3	-12	i	i	1
CSc1ccccc1C(=O)NC1CCCCC1	0.7	0.32	0.55	-0.091	i	32	-7%	3%	-2.9	1171	0.9	1.8	3.4	26	83	i	i	4
C(=N\N1CCOCC1)/c1cn(-c2ccccc2)nc1-c1ccccc1	1.7	-0.14	0.47	-0.23	i	57	3%	6%	0.2	999	3.0	2.4	8.6	1	-16	i	i	12
COc1cccc(-c2nn3c(-c4cccc(C)c4)nnc3s2)c1	-0.23	-0.12	0.33	-0.22	i	18	4%	2%	0.4	1036	4.0	2.2	4.2	36	-1	i	i	11
CCn1c(=NC(=O)CSC(C)=O)sc2cc(OC)ccc21	-0.89	-0.19	-0.22	0.19	i	45	2%	10%	-1.5	1159	2.9	1.8	6.5	3	-1	i	.	.
CC1CCC(NCc2ccco2)CC1 (stereo unspecified)	0.21	-0.31	0.29	0.46	i	7	-1%	-8%	2.1	1238	1.2	1.6	8.5	-10	-11	i	i	-11
Cc1ccc(S(=O)(=O)N/N=C2/CC(=O)CC(C)(C)C2)cc1[N+](=O)[O-]	-0.39	-0.67	-0.51	-0.45	i	8	5%	9%	0.2	1306	.	.	.	.	.	i	.	.
CCN(CC)S(=O)(=O)c1ccc(Oc2ccccc2)cc1	-1	-0.23	-0.56	0.45	i	36	5%	12%	-2.3	1204	1.8	1.0	3.4	.	.	i	i	1
CC(=O)N=c1sc(C(C)(C)C)c(C)n1C	3.5	-0.11	3.5	-2	i	24	3%	-3%	-1.3	874	2.0	1.4	2.8	-17	-7	i	i	-5
O=C(/C=C/c1ccccc1)N/C(=C\c1ccco1)C(=O)O	-0.56	-0.31	-0.057	0.5	i	44	3%	6%	1.6	1067	5.1	2.8	5.2	15	13	i	i	-34
Cc1ccsc1/C=N/N1CCOCC1	0.035	-0.28	0.29	-0.12	i	12	-3%	1%	-1.4	1125	1.6	2.4	8.3	-17	9	i	i	6
COc1ccc(/C=N/NC(=O)c2ccc(Cn3cc([N+](=O)[O-])cn3)o2)c(OC)c1C	-0.18	-0.22	0.38	1.4	i	30	7%	-11%	0.5	1381	2.5	1.9	6.5	-7	-14	.	i	-33
CCOC(=O)c1ccc(N2C(=O)CC(SCC(=O)Nc3ccc(S(N)(=O)=O)cc3)C2=O)cc1 (stereo unspecified)	-0.59	-0.19	-0.61	0.64	i	49	1%	4%	-2.6	1068	2.0	1.1	7.0	0	21	i	i	-5
